MEP2 TOR yeast – modulators of TOR pathway MEP2-GFP in S. cerevisiae. S. cerevisiae MEP2-GFP strain, flow cytometry GFP, 3 h; 100% = DMSO control level. GFP response vs DMSO, % at 10 µM. 330,000 compounds, 0.51% hits. AID 2016;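 active = GFP response versus DMSO above a set limit, roughly screen mean plus 3 SD, cut at about 180% in these data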;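 note: median GFP fluorescence of the barcode-gated MEP2-GFP cells per well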
RPL19A-GFP yeast – alters RPL19A-GFP fluorescence in TOR pathway yeast screen; S. cerevisiae RPL19A-GFP strain, flow cytometry, 3 h; stronger effect = lower value; percent response vs DMSO, % at 10 µM; 330,000 compounds, 0.3% hits; AID 2025;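 active = percent response vs DMSO below 50%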;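 note: median channel GFP fluorescence of the barcoded RPL19A-GFP strain; ratio of sample median GFP to plate DMSO average so 100% = DMSO; lower means less RPL19A-GFP as with rapamycin TOR inhibition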
procasp7 counter – counter-screen: procaspase-7 (human) activation; P55210; recombinant procaspase-7, Ac-DEVD-pNA absorbance 405 nm; D23A/D198A/D206A triple mutant, cannot self-cleave; scale: DMSO 0, 5 µM enzyme 100; activation, % at 8.5 µM; 330,000 compounds, 0.093% hits;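 active = percent activation above the screen-wide mean plus 3 SD, cut at about 25% in these data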
Target sequence (P55210 whole entry D23A/D198A/D206A): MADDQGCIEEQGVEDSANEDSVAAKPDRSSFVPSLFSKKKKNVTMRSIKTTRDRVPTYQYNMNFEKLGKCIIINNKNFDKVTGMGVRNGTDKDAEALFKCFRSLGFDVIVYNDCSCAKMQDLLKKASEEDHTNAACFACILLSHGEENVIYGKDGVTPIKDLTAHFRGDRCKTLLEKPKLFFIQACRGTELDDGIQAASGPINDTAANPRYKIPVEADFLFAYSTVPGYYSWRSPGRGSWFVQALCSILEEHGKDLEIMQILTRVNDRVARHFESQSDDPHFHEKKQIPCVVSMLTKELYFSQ
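Assay system – Uncleavable procaspase-7 mutant enzyme · Quantity – 2 µM procaspase-7 mutant as dispensed · Times – 1 h preincubation, 2 h reaction · Dosing – single nominal 8.5 µM compound dose, 0.8% DMSO final · Buffer or medium – Zinc-free 50 mM HEPES buffer, pH 7.4, with NaCl and Triton X-100 · Detection – Epi-absorbance of released pNA at 405 nm, two timepoints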
AHR act – human AHR activation. P35869. AHR-responsive luciferase reporter cells, luminescence. activation, % at 5 µM. 320,000 compounds, 2.5% hits. AID 2796; in the data active = activation above about 47%;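 note: 0% = vehicle wells and 100% = reference agonist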
proCasp3 act – activators of human procaspase-3. activation, % at 8.5 µM. 330,000 compounds, 0.11% hits. P42574. recombinant procaspase-3 D3A, Ac-DEVD-pNA absorbance 405 nm;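 active = activation above the mean of all tested compounds plus 3 SD, cut at about 21% in these data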;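 note: 0% = DMSO alone and 100% = DMSO wells spiked with extra 5 µM PC-3 D3A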
Target sequence (P42574 whole entry D9A/D28A/D175A): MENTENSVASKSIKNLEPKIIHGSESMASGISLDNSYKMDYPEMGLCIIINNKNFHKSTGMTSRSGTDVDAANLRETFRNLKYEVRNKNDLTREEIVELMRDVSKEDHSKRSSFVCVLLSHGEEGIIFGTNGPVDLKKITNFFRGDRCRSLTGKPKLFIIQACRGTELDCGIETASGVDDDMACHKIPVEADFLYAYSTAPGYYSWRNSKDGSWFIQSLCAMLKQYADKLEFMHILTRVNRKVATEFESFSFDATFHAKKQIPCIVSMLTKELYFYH
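Test system: Procaspase-3 D3A mutant, all three cleavage aspartates alanine | Dosing: Single dose, 8.5 µM nominal compound, 0.8% DMSO | Schedule: 1 h preincubation, 2 h reaction | Technique: 405 nm absorbance of p-nitroaniline, reads at 0 and 120 min | Repeats: One well per compound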
CR mimetic SO – lowers age-related superoxide in aged yeast cells; S. cerevisiae aged cells, superoxide DHE fluorescence; stronger effect = lower value; superoxide response (% of plate mean), % at 10 µM; 330,000 compounds, 0.18% hits; AID 2690;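 active = superoxide response under a set limit, about three screen SD below normal, cut at about 65% in these data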;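 note: yeast aged for seven days with compound at 30 °C before DHE staining; 100% = average MFI of all compound-treated wells on the plate with controls excluded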
GASC-1 inh – human JMJD2C demethylase inhibition; GST-JMJD2C(1-420) H3K9me3 demethylation, DELFIA europium; inhibition, % at 2.35 µM; 330,000 compounds, 0.069% hits; AID 2099;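 active = more than half of a compound's replicate wells show inhibition beyond 50%, single wells judged on their own value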;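 note: signal counts dimethyl H3K9 product captured on neutravidin plate; 0% = median of DMSO wells and 100% = 0.3 times that DMSO median; strong numbers were not always called active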
Target sequence (Q9H3R0 1-420 limits assumed): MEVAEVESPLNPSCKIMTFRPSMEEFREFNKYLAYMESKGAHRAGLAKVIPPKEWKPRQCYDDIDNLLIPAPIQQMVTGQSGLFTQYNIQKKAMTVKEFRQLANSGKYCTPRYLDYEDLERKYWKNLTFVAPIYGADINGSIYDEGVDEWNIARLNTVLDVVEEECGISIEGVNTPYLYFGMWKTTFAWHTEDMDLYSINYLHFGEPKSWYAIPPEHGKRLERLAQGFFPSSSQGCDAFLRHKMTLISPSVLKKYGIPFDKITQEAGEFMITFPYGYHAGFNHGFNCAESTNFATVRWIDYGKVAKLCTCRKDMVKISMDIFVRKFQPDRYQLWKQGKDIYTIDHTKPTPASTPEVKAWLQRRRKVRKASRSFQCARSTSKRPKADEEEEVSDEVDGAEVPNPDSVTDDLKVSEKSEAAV
LAP4-GFP MLPCN – yeast TOR pathway LAP4-GFP modulation; 320,000 compounds, 0.34% hits; GFP response vs DMSO, % at 10 µM; S. cerevisiae LAP4-GFP multiplex, flow cytometry GFP, 3 h; median GFP as percent of DMSO wells;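 active = GFP response vs DMSO above a set limit, about the screen mean plus 3 SD, cut at about 150% in these data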
* hit, by the source's call; . = not tested or not shown.

The opening two records, to show the layout:
1	Cn1c(=O)c(=O)n(C)c2cc(S(=O)(=O)NCCOc3ccccc3)ccc21
2	Cc1onc(-c2c(F)cccc2Cl)c1-c1nnc(-c2cccc3ccccc23)o1
Screen / compound no. | 1 | 2
MEP2 TOR yeast | 108 | 96
RPL19A-GFP yeast | 96 | 96
procasp7 counter | -7 | -5
AHR act | 0 | -1
proCasp3 act | 4 | -4
CR mimetic SO | 84 | 84
GASC-1 inh | -22 | -8
LAP4-GFP MLPCN | 100 | 108

The whole of this part, from the first entry:
1	Cn1c(=O)c(=O)n(C)c2cc(S(=O)(=O)NCCOc3ccccc3)ccc21
2	Cc1onc(-c2c(F)cccc2Cl)c1-c1nnc(-c2cccc3ccccc23)o1
3	Cc1ccc2nc(C3CCCN3Cc3nc(CCC(C)C)no3)[nH]c2c1 (stereo not drawn)
4	COc1ccc(C2CC(=O)c3cnc(NC(=O)c4ccccc4)nc3C2)c(OC)c1 (stereo not drawn)
5	Cc1ccc(C)n1-c1nn(S(=O)(=O)c2cccc3cccnc23)c2cccc(F)c12
6	CC1=C(C(=O)N(C)C)C(c2cccs2)NC(=O)N1 (stereo not drawn)
7	CCOC(=O)C1CCCN(C(=O)c2cc3nc(-c4cccc(OC)c4)cc(C(F)(F)F)n3n2)C1 (stereo not drawn)
8	COc1cc(OC)c(S(=O)(=O)Nc2ccc(C(=O)N3CCCC3)cc2)cc1NC(C)=O
9	COc1ccc(OC)c(C2C=C(c3ccc(C)c(C)c3)Nc3nnnn32)c1 (stereo not drawn)
10	COc1ccc(Cl)cc1S(=O)(=O)NC(C)C(=O)NCCCn1ccnc1 (stereo not drawn)
Screen / compound no. | 1 | 2 | 3 | 4 | 5 | 6 | 7 | 8 | 9 | 10
MEP2 TOR yeast | 108 | 96 | 117 | 101 | 109 | 93 | 94 | 99 | 105 | 97
RPL19A-GFP yeast | 96 | 96 | 119 | 102 | 105 | 92 | 97 | 106 | 99 | 93
procasp7 counter | -7 | -5 | 4 | 8 | 4 | 2 | 2 | 7 | -1 | 8
AHR act | 0 | -1 | 14 | 4 | 0 | 2 | -3 | 2 | 11 | 1
proCasp3 act | 4 | -4 | 4 | -5 | -2 | -3 | 3 | 7 | 1 | 3
CR mimetic SO | 84 | 84 | 89 | 97 | 102 | 102 | 84 | 119 | 93 | 100
GASC-1 inh | -22 | -8 | 4 | 9 | -7 | -17 | 3 | 1 | -5 | 28
LAP4-GFP MLPCN | 100 | 108 | 113 | 103 | 105 | 88 | 106 | 94 | 108 | 93

11	O=C(CNC(=O)c1ccccc1F)NCc1ccccn1
12	Nc1nc(Nc2ccccc2)nc2c1ncn2[C@@H]1O[C@H](CO)[C@@H](O)[C@H]1O
13	COc1ccc(CN2CCCC(CNC(=O)c3ccc(F)cc3)C2)c(F)c1 (stereo not drawn)
14	CN(C)S(=O)(=O)c1ccc(Cl)c(C(=O)NCc2ccco2)c1
15	Cc1ccc2[nH]c(=O)c(CN(CCCN3CCOCC3)C(=O)Nc3ccc(Cl)cc3)cc2c1
16	CS(=O)(=O)c1nc(S(=O)(=O)c2ccc(Cl)cc2)c(N2CCC3(CC2)OCCO3)s1
17	COc1ccc(CN2C3CCCC2CC(NC(=O)c2cccc(F)c2)C3)cc1 (stereo not drawn)
18	CC(C)Oc1cccc(C(=O)C2CCCN(Cc3ccc(Oc4ncccn4)cc3)C2)c1 (stereo not drawn)
19	COCCOc1cc(N(CC(=O)N(C)C)S(=O)(=O)c2ccccc2)c(Cl)cc1Cl
20	CCC(=O)N(C)CCc1cc2c(c(OC)c1/C=N/NC(=O)[C@H]1C[C@@H]1c1ccccc1)OCO2
Screen / compound no. | 11 | 12 | 13 | 14 | 15 | 16 | 17 | 18 | 19 | 20
MEP2 TOR yeast | 92 | 98 | 108 | 96 | 97 | 104 | 100 | 100 | 97 | 100
RPL19A-GFP yeast | 93 | 99 | 106 | 98 | 94 | 101 | 100 | 100 | 93 | 99
procasp7 counter | 9 | -3 | -4 | 3 | 5 | -1 | 1 | 8 | 0 | 1
AHR act | 1 | 1 | -4 | 0 | 8 | -2 | 1 | 2 | 5 | 8
proCasp3 act | 4 | -1 | -1 | 6 | 2 | -4 | 0 | 2 | 4 | -4
CR mimetic SO | 110 | 97 | 88 | 102 | 113 | 110 | 98 | 79 | 112 | 79
GASC-1 inh | . | -6 | -4 | -2 | 1 | 4 | -11 | -11 | -7 | 6
LAP4-GFP MLPCN | 90 | 108 | 102 | 99 | 92 | 97 | 84 | 107 | 100 | 110

Full records from above.
Results for `COc1ccc(CN2C3CCCC2CC(NC(=O)c2cccc(F)c2)C3)cc1` (stereo not drawn) = MEP2 TOR yeast: 100; RPL19A-GFP yeast: 100; procasp7 counter: 1; AHR act: 1; proCasp3 act: 0; CR mimetic SO: 98; GASC-1 inh: -11; LAP4-GFP MLPCN: 84
Results for `CN(C)S(=O)(=O)c1ccc(Cl)c(C(=O)NCc2ccco2)c1` = MEP2 TOR yeast: 96; RPL19A-GFP yeast: 98; procasp7 counter: 3; AHR act: 0; proCasp3 act: 6; CR mimetic SO: 102; GASC-1 inh: -2; LAP4-GFP MLPCN: 99
Results for `COc1ccc(CN2CCCC(CNC(=O)c3ccc(F)cc3)C2)c(F)c1` (stereo not drawn) = MEP2 TOR yeast: 108; RPL19A-GFP yeast: 106; procasp7 counter: -4; AHR act: -4; proCasp3 act: -1; CR mimetic SO: 88; GASC-1 inh: -4; LAP4-GFP MLPCN: 102

Continuation:
21	O=C(Nc1ccc(F)cc1F)C1CCN(S(=O)(=O)c2cccnc2)CC1
22	CN1CCN(C2=Cc3ccccc3Sc3cc(F)c(Cl)cc32)CC1
23	COc1ccc(CN(C)CC(=O)Nc2cccc(S(=O)(=O)N(C)c3ccccc3)c2)c(OC)c1
24	Nc1c(N2CCOCC2)cc(Cl)c2nonc12
25	COC(=O)c1ccc2nc(NC(=O)C(C)(C)C)sc2c1
26	NCCc1nnc(SCc2ccccc2Cl)o1
27	CCOC(=O)C1=NNC2(c3ccc(Cl)cc3)C(=O)N(c3cc(C)cc(C)c3)C(=O)C12 (stereo not drawn)
28	OCC1(Cc2ccc(F)cc2)CCCN(CCc2ccccc2)C1 (stereo not drawn)
29	Cc1[nH]c2ccccc2c1C(=O)CN1C(=O)NC2(CCCCCC2)C1=O
30	O=C(NC1CCS(=O)(=O)C1)c1cccc(S(=O)(=O)N2CCCCCC2)c1 (stereo not drawn)
Screen / compound no. | 21 | 22 | 23 | 24 | 25 | 26 | 27 | 28 | 29 | 30
MEP2 TOR yeast | 96 | 102 | 100 | 103 | 91 | 101 | 94 | 108 | 98 | 96
RPL19A-GFP yeast | 102 | 99 | 97 | 101 | 101 | 97 | 96 | 98 | 98 | 99
procasp7 counter | 8 | -6 | 16 | 3 | 13 | 2 | 4 | -6 | -5 | 12
AHR act | 0 | 0 | 0 | -4 | -3 | -1 | 6 | 0 | 16 | -1
proCasp3 act | 0 | 4 | 12 | 6 | 1 | -1 | 4 | 4 | -9 | 9
CR mimetic SO | 106 | 77 | 75 | 102 | 101 | 118 | 102 | 103 | 89 | 84
GASC-1 inh | -12 | -18 | 3 | 2 | -1 | -15 | -5 | -10 | 1 | 15
LAP4-GFP MLPCN | 97 | 102 | 97 | 103 | 104 | 101 | 92 | 94 | 96 | 97

31	Cc1cc(-c2csc(NC(=O)c3ccc(C#N)cc3)n2)c(C)n1Cc1ccco1
32	c1ccc(CSc2nnc3ccc(-c4cccs4)nn23)nc1
33	COc1cccc(-c2nn(-c3ccccc3)cc2C(=O)n2nnc3ccccc32)c1
34	CCC1=C(OC(=O)N(CC)CC)N2C(=O)OC(=NCCc3c[nH]c4ccccc34)[C@]2(C)[C@H]2C1=CC[C@H]1C(=O)N(CC)C(=O)[C@H]12
35	O=C1Nc2ccccc2/C1=C\c1cccn1-c1ccc(OC(F)(F)F)cc1
36	N#Cc1cccnc1Nc1ccc(Cl)cc1
37	CCOC(=O)CCSc1n[nH]c(=S)s1
38	COc1ccc(-c2ccc(SCC(=O)c3cccs3)nn2)cc1
39	CCCCc1ccc(NC(=S)N2CCN(c3ccccn3)CC2)cc1
40	O=S(=O)(O/N=C1\CCCc2ccccc21)c1ccccc1
Screen / compound no. | 31 | 32 | 33 | 34 | 35 | 36 | 37 | 38 | 39 | 40
MEP2 TOR yeast | 108 | 91 | 102 | 90 | 102 | 100 | 100 | 92 | 107 | 105
RPL19A-GFP yeast | 111 | 94 | 105 | 96 | 105 | 97 | 105 | 105 | 104 | 100
procasp7 counter | 7 | 15 | -3 | -7 | -7 | 1 | -15 | 8 | -3 | -5
AHR act | 5 | 5 | 1 | 4 | -12 | 55* | 3 | 28 | -2 | 2
proCasp3 act | -2 | 3 | 2 | -2 | -25 | 4 | -8 | 6 | 6 | -5
CR mimetic SO | 82 | 107 | 95 | 97 | 103 | 108 | 113 | 113 | 86 | 96
GASC-1 inh | 20 | 0 | 2 | -1 | -2 | 6 | -3 | -12 | 81 | 8
LAP4-GFP MLPCN | 94 | 100 | 118 | 133 | 96 | 94 | 113 | 102 | 97 | 106

41	CCOP(=O)(OCC)C(Nc1ccc(C(=O)O)cc1)c1ccccc1 (stereo not drawn)
42	O=C(Nc1nccs1)C1CC(=O)N(CCc2ccc(F)cc2)C1 (stereo not drawn)
43	CCOc1ccc(-c2cc(CCCC(=O)NCCC(C)C)no2)cc1
44	O=C(NC(=S)NCc1nc2ccccc2[nH]1)c1ccc(F)cc1
45	O=C(Nc1ccccc1)Nc1ccc(Oc2cccnc2)nc1
46	Cc1cccc(C)c1NC(=O)COC(=O)c1cc(-c2cccnc2)nc2ccccc12
47	OCC1(CCc2ccccc2)CCN(Cc2ccccc2Cl)CC1
48	COc1ccc(OC)c(NS(=O)(=O)c2c(C(=O)N3CCCCCC3)c(C)n(C)c2C)c1
49	CC(NC(=O)CN(c1cccc(C(F)(F)F)c1)S(=O)(=O)c1ccc(Cl)c([N+](=O)[O-])c1)c1ccccc1 (stereo not drawn)
50	CCOC(=O)C1C2C=CC3(CN(Cc4ccco4)C(=O)C13)O2 (stereo not drawn)
51	CC(=O)N1CCN(C(=O)COc2ccc(N(C)S(=O)(=O)c3cccs3)cc2)CC1
Screen / compound no. | 41 | 42 | 43 | 44 | 45 | 46 | 47 | 48 | 49 | 50 | 51
MEP2 TOR yeast | 98 | 108 | 112 | 104 | 98 | 111 | 98 | 102 | 98 | 97 | 101
RPL19A-GFP yeast | 96 | 105 | 103 | 98 | 95 | 107 | 106 | 99 | 105 | 104 | 96
procasp7 counter | 12 | 5 | -16 | -6 | 12 | 1 | 5 | -10 | 2 | -2 | 15
AHR act | -1 | 3 | -4 | 13 | -1 | 6 | 2 | 3 | -2 | 6 | 3
proCasp3 act | 0 | 2 | 3 | 8 | 3 | -3 | 6 | -2 | -6 | -4 | -5
CR mimetic SO | 102 | 100 | 105 | 85 | 106 | 91 | 103 | 103 | 109 | 95 | 107
GASC-1 inh | 3 | 4 | -7 | -8 | 0 | 17 | -8 | -5 | 10 | 20 | 11
LAP4-GFP MLPCN | 102 | 106 | 101 | 107 | 111 | 107 | 114 | 86 | 92 | 99 | 106

Assay outcomes: PubChem BioAssay, several laboratories
